# NCI-60 one-dose screen, 48 h, at 10 µM unless noted. Numbers give growth in % (100 = growth as untreated, 0 = no growth, -100 = all killed).
# OVCAR-3: OVCAR-3 ovarian cancer; 7% of 79,000 active; AID 1794787
# IGROV1: IGROV1 ovarian cancer; 4.7% of 79,000 active
# OVCAR-4: OVCAR-4 ovarian cancer cells | 3.7% of 80,000 active | AID 1794784
# SK-OV-3: SK-OV-3 ovarian cancer cells; 3.2% of 80,000 active
# RXF 393: RXF 393 renal cancer cells. 6.9% of 77,000 active. AID 1794773
# OVCAR-5: OVCAR-5 ovarian cancer; 2.9% of 82,000 active; AID 1794783
# A498: A498 renal cancer cells; 5.4% of 76,000 active; AID 1794774
# ACHN: ACHN renal cancer | 4.9% of 81,000 active | AID 1794771
# OVCAR-8: OVCAR-8 ovarian cancer; AID 1794782; 4.4% of 81,000 active
# Numbers without * were called inactive; . = not tested or not shown; & = joins results of further samples; ! = a repeat was not active; [ ] = dose if it differs, or a comment. How the source made its calls: active means growth percent below 10; inactive means the rest.
SMILES,OVCAR-3,IGROV1,OVCAR-4,SK-OV-3,RXF 393,OVCAR-5,A498,ACHN,OVCAR-8
CC(C)Cn1cnc2c(SCc3ccccc3F)nc(N)nc21,115,112,73,108,92,91,.,96,88
Cc1ccc2nc(Sc3sc(N)nc3C)n(Cc3ccccc3)c(=O)c2c1,81,105,81,102,82,94,78,80,84
CSc1ccc(N2C(=N)C(=S)N(c3ccc(C)cc3)C2=O)cc1,105,103,96,81,113,89,104,88,96
CCCCN(CCCC)CCCCOC,113,120,114,99,127,107,129,107,107
O=C(Nc1ccc(Br)cc1)Nc1ccc(-c2ccc3c(c2)NC(=O)/C3=C\c2ccc[nH]2)cc1,12,47,34,77,25,55,105,30,35
Nc1ncc2c(n1)-c1cccn1CCC2,112,110,110,100,117,104,90,96,99
COc1cccc(O)c1/C=C(/C)c1ccc2c(OC)cccc2[o+]1,116,97,103,106,.,106,96,99,103
COC(=O)C(C(=O)OC)C(C(=O)OC)C(=O)OC,109,111,94,106,104,105,117,101,100
CS(=O)(=O)c1ccc(-c2cc(-c3nnc(SC/C(=N/O)c4ccccc4)n3-c3ccccc3)c3ccccc3n2)cc1,116,114,104,131,115,109,.,103,95
COc1ccc(/C=C/C(=O)n2nc(-c3ccccc3)nc2-c2ccccc2)cc1,111,114,100,106,109,96,112,98,99
O=C1CC(c2ccc3c(c2)OCO3)Cc2oc3cc(O)c(O)cc3c21 (centres undefined),90,42,91,84,104,101,117,87,93
CCC(=O)C(CC)c1cccc(OC)c1 (centres undefined),117,107,105,121,107,115,88,106,105
Nc1ccccc1-c1cc2c(c3c1[nH]c1ccccc13)-c1ccccc1C2,95,90,89,91,110,86,.,87,97
O=S(=O)(OCCCCOS(=O)(=O)c1ccc(Br)cc1Br)c1ccc(Br)cc1Br,104,109,101,101,101,110,72,113,104
COc1ccccc1/C=C1\NC(=S)N(/C=C2\C(=O)Oc3ccccc3C2=O)C1=O,97,105,95,101,101,109,64,104,94
NCCCC(C(=O)O)N(C(=O)OCc1ccccc1)C(=O)OCc1ccccc1 (centres undefined),103,108,108,110,112,105,110,105,106
Cc1cc(C)n(-c2nc(Nc3ccccc3)nc(Nc3ccc(S(N)(=O)=O)cc3)n2)n1,104,101,98,129,113,110,.,98,82
Cn1c(=O)c2[nH]c(CCCCCc3nc4ccccc4[nH]3)nc2n(C)c1=O,123,128,108,110,105,105,84,105,102
CC(=O)/C(=C/n1c(=S)sc2ccccc21)C(=O)Nc1ccccc1C,103,97,96,96,100,97,104,90,91
Cc1nn(-c2ccccc2)c2nc3[nH]c(=O)[nH]c(=O)c3nc12,109,106,118,92,129,97,83,94,.
O=C(/C=C/c1ccccc1Br)c1cccc(OCCCOc2cccc(C(=O)/C=C/c3ccccc3Br)c2)c1,120,104,106,107,104,98,111,98,100
Cc1c(Cl)cccc1NC(=O)COC(=O)CN1C(=O)NC(C)(C)C1=O,100,41,101,103,98,95,95,101,100
O=C1C=C(C2CCCCC2)C(=O)c2ccccc21,59,81,51,106,99,115,.,80,89
O=C(CCCOc1ccc(Cl)cc1Cl)NC(Cc1ccccc1)C(=O)O (centres undefined),107,101,110,105,138,104,141,102,110
CC1=C(c2cc(-c3ccc(Cl)cc3)nc(=S)[nH]2)C(c2ccccc2)NC(=S)N1 (centres undefined),116,104,103,107,.,107,162,92,104

# Going on with the list:
SMILES,OVCAR-3,IGROV1,OVCAR-4,SK-OV-3,RXF 393,OVCAR-5,A498,ACHN,OVCAR-8
O=CNc1ccccc1O,101,95,95,108,120,105,112,93,93
CC(=O)OCC(=O)[C@@]1(O)CC[C@H]2[C@@H]3CCC4=CC(=O)CC[C@]4(C)[C@@]3(F)[C@@H](O)C[C@@]21C,106,116,105,64,129,80,103,98,94
Cc1ccc(S(=O)(=O)N(C(=S)OCCN2C(=O)c3ccccc3C2=O)c2c(F)cccc2F)cc1,100,102,85,93,78,95,82,104,100
O=C(CC(c1ccc(Br)cc1)c1cccc2ccccc12)c1ccc(Br)cc1 (centres undefined),95,97,87,87,121,92,89,91,106
CSC1CCCCC1O (centres undefined),107,.,105,110,.,109,105,101,122
C=C(C)[C@@H]1CC[C@]2(COC(=O)c3cccnc3)CC[C@@]3(C)[C@]4(C)CC[C@@H](C(=C)C)[C@](C)(CCCN)[C@H]4CC[C@]3(C)[C@@H]12,88,111,77,104,109,100,117,80,83
O=S(=O)(Nc1ccccc1)c1ccccc1,106,.,110,98,112,93,113,102,97
CN(Cc1ccc(Nc2ccccc2)cc1)C1CCCCC1,94,99,112,98,118,105,106,103,100
COc1ccc(/C=N/C2=C(C#N)C(c3ccccc3)c3c(ccc4ccccc34)O2)cc1 (centres undefined),-11*,24,52,45,-8.7*,49,-6.1*,35,38
COc1ccc(C/C(C)=C(/c2ccc(OCCN3CCCCCC3)cc2)c2ccc(OC(=O)c3ccccc3)cc2)cc1,117,106,116,94,124,98,120,100,107
O=C(Oc1ccc(Cc2ccccc2)cc1)Oc1ccc(Cc2ccccc2)cc1,93,92,101,110,101,103,95,107,93
Cc1nnc(NS(=O)(=O)c2ccc(N=Nc3c(N)nc(N)[nH]c3=O)cc2)s1,101,104,110,102,114,101,98,109,100
CCOC(=O)c1c(C)nn(CC(O)c2ccccc2)c1NC(=O)Nc1cccc2ccccc12 (centres undefined),98,97,91,99,99,102,77,99,88
CCN(CC)C(=O)NCCCCCCNC(=O)N(CC)CC,122[100 µM],103[100 µM],105[100 µM],110[100 µM],105[100 µM],109[100 µM],99[100 µM],106[100 µM],107[100 µM]
COc1cc(CNC(=O)CCCC/C=C/C(C)C)ccc1OCc1nnc(Nc2ccccc2F)o1,68,58,0.7*,49,69,78,93,56,45
Cc1cc(=O)oc2cc(OCC(O)CNN3C(=O)c4cccc5c(N6CCN(c7ccccc7)CC6)ccc(c45)C3=O)ccc12 (centres undefined),109,121,104,122,110,113,123,105,106
CC1(C)CCC(S(=O)(=O)c2ccc3c(c2)/C(=N\O)c2cc(S(=O)(=O)N4CCC(O)(c5cccc(C(F)(F)F)c5)CC4)ccc2-3)CC1,-98*,-32*,-93*,-100*,-85*,-80*,-51*,-13*,-73*
O=[N+]([O-])c1ccc(-c2nc(N3CCOCC3)c3c4c(sc3n2)CCCC4)cc1,94,75,92,81,104,95,109,96,100
CCC(=O)Oc1c(Cl)c(Cl)c(Cl)c(Cl)c1Cl,104,99,104,73,120,93,115,96,89
COc1ccc2c(c1)[nH]c(=O)c1c3cc(OC)ccc3cn21,.,17,46,42,-40*,26,52,19,4.9*
CC(C)CC(C(=O)O)N1C(=O)CSC1=S (centres undefined),105,109,107,104,111,103,89,100,101
CC(=O)OC[C@]12CC[C@@H](C(C)=O)[C@@H]1[C@H]1CC[C@@H]3[C@@]4(C)CCCNC(C)(C)[C@@H]4CC[C@@]3(C)[C@]1(C)CC2,99,96,97,89,90,105,.,94,92
Cc1ccc(S(=O)(=O)Oc2ccc(NC(=O)C3CCCCC3)cc2)cc1,95,112,85,106,87,114,107,109,95
CCN1CCN(c2cc(-c3ccccc3)nc(Nc3ccc(C(c4c[nH]c5ccc(Br)cc45)c4c[nH]c5ccc(Br)cc45)cc3)n2)CC1,93,87,90,96,86,91,109,80,97
CS(=O)CC(=N\N)/C(CS(C)=O)=N/N (centres undefined),115,107,108,151,101,101,117,104,115

# Next compounds:
SMILES,OVCAR-3,IGROV1,OVCAR-4,SK-OV-3,RXF 393,OVCAR-5,A498,ACHN,OVCAR-8
COc1ccc2cc(-c3csc(N)n3)c(=O)oc2c1,105,97,86,101,98,96,.,100,98
COc1cc2c(c(OC)c1OC)OC1(OC(=O)c3ccccc31)OC2=O (centres undefined),106,100,101,100,102,104,96,106,97
Cc1ccc(-c2cc(C(F)(F)F)nn2-c2ccc(S(N)(=O)=O)cc2)cc1,86,83,80,105,80,93,105,85,99
COc1cc(/C=C/C(=O)c2cc(C(=O)c3ccc(Br)cc3)n3ccc(C)cc23)cc(OC)c1OC,69,83,104,70,27,93,.,59,51
CCOC(=O)/C(O)=C(\C#N)c1ccc(C)cc1,111,118,119,100,115,97,99,103,101
O=c1c(Nc2ccccc2)c(Nc2ccccc2)c1=O,102,100,98,100,97,105,85,103,104
COc1ccc(C2C=C(c3ccc(NCc4nccc(OCC(F)(F)F)c4C)cc3)NC(N)=N2)cc1OC (centres undefined),86,100,75,97,108,101,92,86,76
Cc1[nH]nc2c1C(c1cc(=O)oc3c1ccc1ccccc13)C(C#N)=C(N)O2 (centres undefined),106,103,86,98,91,106,71,93,93
Cc1nc(N)sc1C(=O)/C=C/c1ccc(F)cc1,97,97,92,98,103,109,.,94,81
O=C(NC[C@H]1OC(O)[C@H](O)[C@@H](O)[C@@H]1O)C(Cl)Cl (some centres undefined),106,105,88,102,109,106,74,102,100
C[N+](C)(C)/C=C/c1ccccc1,116,130,113,100,117,105,108,102,103
C[N+](C)(CCO)C(c1ccccc1)c1ccccc1,102,103,97,111,.,101,109,112,107
COc1ccc2[nH]cc(-c3nnc(N)nc3-c3c[nH]c4ncc(Br)cc34)c2c1,104,48,97,76,79,98,88,59,82
Cc1cc(-c2ccccc2)nn1-c1nc(Nc2ccccc2)nc(Nc2ccc(S(N)(=O)=O)cc2)n1,90,84,71,112,70,102,.,82,72
N/N=C(/C(=O)c1ccccc1)c1ccccc1,113&108,124&118,103&98,113&99,119&94,104&104,108&86,101&102,107&106
COc1ccc(OC)c(NC(=O)c2cc(S(=O)(=O)N3CCc4ccccc43)ccc2OC)c1,112,-40*,94,93,.,90,70,93,75
CC(C)(C)c1cc(NC(=O)Cc2ccc(Nc3ncnc4[nH]ccc34)cc2)no1,77,91,69,125,85,114,45,53,83
O=C1CC(c2ccc3c(c2)OCO3)c2snc(C(=O)O)c2N1 (centres undefined),107,100,102,101,96,105,104,101,101
O=C(CCNc1ccc2c(c1)C(=O)c1ccccc1C2=O)Nc1ccc2c(c1)C(=O)c1ccccc1C2=O,113,94,88,95,99,95,77,76,96
CCCCCCCCCCCCNC(=S)N/N=C/c1c(O)ccc2ccccc12,.,94,94,112,104,109,101,107,103
Cc1ccc(NC(=O)c2sc3nc(C)c(C(=O)c4ccc(C(F)(F)F)cc4)cc3c2N)cc1,103,101,110,91,.,101,111,100,111
O=C(NCn1c(=O)[nH]c2ccccc2c1=O)Nc1ccccc1,101,99,98,94,116,112,103,100,101
COc1ccc(/C=C2/C=C(c3ccccc3)OC2=O)cc1OC,108,104,103,108,94,103,86,106,97
C=CCOC(=O)CC,108,106,105,100,102,96,89,106,107
Cc1ccc(C2CC(c3cccc(Nc4ccncc4)c3)=NN2c2ccc(Cl)cc2)cc1 (centres undefined),-91*,-93*,-83*,-92*,.,-100*,-94*,-100*,-35*

# Carrying on.
SMILES,OVCAR-3,IGROV1,OVCAR-4,SK-OV-3,RXF 393,OVCAR-5,A498,ACHN,OVCAR-8
O=C(NCCNc1nccc(-c2c(-c3cccc(F)c3)nc3sccn23)n1)c1ccc(C(F)(F)F)cc1,76,28,82,70,82,94,.,43,55
CC1(C)CC(=O)C(C(c2ccc(Cl)cc2)n2ncc(C#N)c2N)C(=O)C1 (centres undefined),102,67,88,81,106,100,88,95,91
C=CCSc1ncnc2nc[nH]c12,113,.,110,.,.,118,98,109,99
NC(Cc1ccccc1[N+](=O)[O-])C(=O)O (centres undefined),103,105,96,90,104,102,96,97,106
Nc1cc(-c2cccc(OC(F)(F)F)c2)nc2ccc(N3CCCC3)cc12,-33*,24&26&24,57&55&53,5.9*!,7.5*!,30&38&32,-7.0*!,26&29&27,7.4*!
CC1(C)CC[C@]2(C(=O)N3CCNCC3)CC[C@]3(C)C(=CC[C@@H]4[C@@]5(C)Cc6c([nH]c7ccccc67)C(C)(C)[C@@H]5CC[C@]43C)[C@@H]2C1,96,71,93,101,75,98,90,95,99
C=CCNc1nc(NN2C(=O)c3cccc4cccc(c34)C2=O)nc(N2CCOCC2)n1,105,88,114,107,82,91,97,93,106
NC(N)=N/N=C/c1ccc(Cl)cc1,57,98,.,76,89,90,68,92,88

# Structural class, the entries above with two or more sulfur atoms.
SMILES,OVCAR-3,IGROV1,OVCAR-4,SK-OV-3,RXF 393,OVCAR-5,A498,ACHN,OVCAR-8
Cc1ccc2nc(Sc3sc(N)nc3C)n(Cc3ccccc3)c(=O)c2c1,81,105,81,102,82,94,78,80,84
CSc1ccc(N2C(=N)C(=S)N(c3ccc(C)cc3)C2=O)cc1,105,103,96,81,113,89,104,88,96
CS(=O)(=O)c1ccc(-c2cc(-c3nnc(SC/C(=N/O)c4ccccc4)n3-c3ccccc3)c3ccccc3n2)cc1,116,114,104,131,115,109,.,103,95
O=S(=O)(OCCCCOS(=O)(=O)c1ccc(Br)cc1Br)c1ccc(Br)cc1Br,104,109,101,101,101,110,72,113,104
CC(=O)/C(=C/n1c(=S)sc2ccccc21)C(=O)Nc1ccccc1C,103,97,96,96,100,97,104,90,91
CC1=C(c2cc(-c3ccc(Cl)cc3)nc(=S)[nH]2)C(c2ccccc2)NC(=S)N1 (centres undefined),116,104,103,107,.,107,162,92,104
Cc1ccc(S(=O)(=O)N(C(=S)OCCN2C(=O)c3ccccc3C2=O)c2c(F)cccc2F)cc1,100,102,85,93,78,95,82,104,100
Cc1nnc(NS(=O)(=O)c2ccc(N=Nc3c(N)nc(N)[nH]c3=O)cc2)s1,101,104,110,102,114,101,98,109,100
CC1(C)CCC(S(=O)(=O)c2ccc3c(c2)/C(=N\O)c2cc(S(=O)(=O)N4CCC(O)(c5cccc(C(F)(F)F)c5)CC4)ccc2-3)CC1,-98*,-32*,-93*,-100*,-85*,-80*,-51*,-13*,-73*
CC(C)CC(C(=O)O)N1C(=O)CSC1=S (centres undefined),105,109,107,104,111,103,89,100,101
CS(=O)CC(=N\N)/C(CS(C)=O)=N/N (centres undefined),115,107,108,151,101,101,117,104,115

# Compound activity: PubChem BioAssay, NCI
